# Source: PubChem BioAssay (several laboratories)
# KCC2 mod = KCC2 (human) Cl- transport modulation; AID 1456; 2.2% of 190,000 active; KCC2 cells, thallium flux FluoZin-2 fluorescence; B-score of Tl+ flux slope (higher = more flux/activation; lower = inhibition) at 10 µM;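 active = thallium flux slope and its plate-corrected score both differing from the plate sample mean at a set confidence after two filtering rounds, in either direction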;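 also: slope of fluorescence scaled to starting intensity during 10 to 20 s after thallium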
# eIF4E-4G inh = eIF4E/eIF4G interaction inhibition in translation initiation | 0.37% of 220,000 active | inhibition, % at 21.7 µM | TR-FRET eIF4E-eIF4GI(517-606) binding, 2 h | P63073+Q04637 | AID 782;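 active = inhibition above about 30%, limit read from the data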;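 also: 0% = full FRET control wells and 100% = background wells lacking eIF4GI fragment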
# TNF death inh = blocks TNF-alpha induced death of Jurkat FADD-/- cells; Jurkat FADD-/- TNF necroptosis rescue, ATP luminescence, 24 h; 0 = TNF only, 100 = no-TNF cells; activation (protection from cell death), % at 10 µM; 0.068% of 220,000 active; AID 463075;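 active = activation, meaning protection from cell death, of at least 50% relative to plate controls; inactive = activation below 50%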;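 also: necroptosis triggered by 40 ng/mL TNF-alpha added together with compound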
# L929 necroptosis = blocks zVAD induced death of L929 cells; L929 zVAD necroptosis rescue, ATP luminescence, 24 h; with zVAD 60 µM; viability rescue, % at 10 µM; 0.38% of 220,000 active; AID 1377;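 active = activation, scaled between plate controls, above about 75%, limit read from the data; inactive = activation under that limit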;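 also: 0% = zVAD with DMSO and 100% = DMSO alone without zVAD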
# MDM2 E3 inh = blocks human Mdm2 ubiquitin ligase activity. 0.11% of 210,000 active. cell-based MDM2 ubiquitination luciferase reporter, 2 h; 0 = plate control, 100 = twice control, blank-subtracted. signal enhancement, % at 5 µM;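 active = signal enhancement of 30% or more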;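 also: luminescence tracks abundance of the self-degrading MDM2-luciferase fusion protein; higher signal means inhibition of MDM2 E3 ligase activity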
#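 Assay system: stable mammalian line carrying autodegrading MDM2–luciferase fusion reporter; amount: 2000 cells seeded into each well; buffer or medium: DMEM; benchmarks: plate control and blank wells; signal: luciferase luminescence; timing: 2 h compound exposure at 37 °C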
# PERK inhibitor = human PERK inhibition, primary cell-based screen | Q9NZJ5 | CHO PERK-DD fusion, SEAP luminescence translation reporter | inhibition, % at 5.6 µM | 0.17% of 220,000 active | AID 1416;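 active = inhibition above the mean inhibition of all tested compounds plus 3 SD, set separately per screening campaign, cut at about 2.9% in these data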;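 also: PERK kinase domain activated by AP20187 dimerizer at 100 nM; 0% = DMSO with dimerizer and 100% = rapamycin at 8.4 µM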
# EBV gp42 block = EBV gp42 inhibition | Q1HVG2 | Fluorescence polarization binding assay, mP read-out | inhibition, % (tested at 21.74 µM) | 0.42% of 220,000 active; in the data active = inhibition above about 50%
# Calpain2 inh = blocks pig calpain II enzyme activity; 0.37% of 220,000 active; inhibition, % at 16 µM; purified calpain II, fluorogenic peptide substrate, 30 min;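 active = inhibition above about 50%, limit read from the data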
# Rad51 HR inh = blocks human Rad51 in homologous recombination. Q06609. hRad51 DNA strand exchange, fluorescence dequenching. inhibition, % at 10 µM. 0.085% of 200,000 active. AID 1385;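 active = inhibition above 40% at the single screening dose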;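 also: 0% = DMSO control wells and 100% = blanks with heterologous ssDNA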
#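 Material: human Rad51–ssDNA filaments; Probe or stimulus: labelled 47-mer dsDNA for strand exchange; Doses: single 10 µM dose; Incubation: 37 °C 15-min filament assembly, 30-min compound preincubation, 15-min exchange; Technique: FRET fluorescence dequenching, excitation 485 nm, emission 520 nm; Measure: Fluorescence-based percent inhibition, control- and blank-normalised; Benchmarks: plate control and blank wells.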
# Starred values were filed as active, the others as inactive; . = not tested or not shown; [ ] = another dose, or the depositor's remark. Rows are unselected; any-hit rate near 3.6%.
SMILES,KCC2 mod,eIF4E-4G inh,TNF death inh,L929 necroptosis,MDM2 E3 inh,PERK inhibitor,EBV gp42 block,Calpain2 inh,Rad51 HR inh
COc1ccc2ncc(S(=O)(=O)c3ccccc3)c(N3CCN(c4ccccc4)CC3)c2c1,-0.12,-5,5.0,0.3,-5,-0.4,13,1,1
Nc1c(C(=O)NCc2cccs2)nnn1CC(=O)Nc1cccc(Cl)c1,-0.98,0,1.4,1.0,-4,-0.2,-3,19,-6
COC(=O)C(Cc1ccc(O)cc1)NC(=O)c1ccccc1 (centres undefined),.,0[fluorescence artefact?],1.1,-0.1,-16,1.0,-2,-20,-2
O=C1Nc2ccc(Br)cc2C12NNc1ccccc1O2 (centres undefined),0.36,-2,-1.4,2.4,4,0.4,-22,-21,-121
CCOc1ccc(C(CC(=O)O)NC(=O)COc2ccccc2OC)cc1OC (centres undefined),-1.1,-6,1.1,-0.1,-1,0.4,-7,-31,17
CC(O)c1nc2ccccc2n1CC(=O)N1CCN(c2ccccc2)CC1 (centres undefined),-0.78,-5,0.2,1.6,-2,0.3,-13,9,10
CC(=O)Nc1nc(CCN2C(=O)c3ccccc3C2=O)cs1,0.63,0,-0.6,-0.1,5,0.1,-7,2,-2
COC(=O)c1ccc(NC(=O)Cc2ccc(F)cc2)cc1,-0.42,-5,6.5,8.6,-3,0.7,3,-17,-7
Cc1ccc(S(=O)(=O)NCC(=O)N(CC(=O)NC2CCCCC2)CC2CCCO2)cc1 (centres undefined),.,-15[fluorescence artefact?],-0.1,-0.2,-53,-1.8,-19,-101,.
COc1ccc(N2CCN(C(=O)CN(Cc3ccc(Cl)cc3)S(C)(=O)=O)CC2)cc1,-0.42,-6,1.9,0.2,-6,-2.4,1,17,-4
Cc1ccc(S(=O)(=O)NCC(c2cccnc2)N(C)C)cc1 (centres undefined),0.046,2,0.0,0.1,-13,-0.3,0,-23,-7
COc1cc(OC)cc(N2CC(C)(C)C2=O)c1,.,1,-0.3,1.0,17,1.4,-22,-7,5
Nc1cc(N)nc(CS)n1,0.37,3,0.1,-0.1,-9,-0.6,1,1,4
COc1ccccc1-c1nnc(NC(=O)C(C)C)s1,-0.15,-2,2.0,26,0,-0.9,-2,3,-5
CCCCN(C)C(=O)C1CCN(Cc2ccc(OCc3ccccc3)cc2)CC1,0.78,5,-1.7,-0.5,-13,-1.2,-16,-14,-2
Cn1c(=O)n(C/C=C/c2ccccc2)c(=O)c2c1nc1n2CCCN1Cc1ccccc1,0.44,-16,0.0,0.8,0,-0.7,-11,17,-1
C=CCOc1ccc(Br)cc1CNCC,0.75,1,1.8,0.0,-6,-0.8,5,-9,3
Cc1nn(C(C)c2nc(-c3ccccc3)no2)c(C)c1[N+](=O)[O-] (centres undefined),-0.73,4,-0.5,0.0,-10,0.1,-12,0,-3
Cc1ccc(N(C)C(=O)N2CCN(S(=O)(=O)c3ccc(C)c(C)c3)CC2)cc1,.,0,1.6,-0.6,-4,-1.0,-15,3,-1
O=C(COc1ccccc1F)Nc1cc(S(=O)(=O)N2CCOCC2)ccc1N1CCOCC1,-0.22,2,1.6,1.1,2,1.1,-8,-10,5
CCC(C(=O)NC(C)(C)C)N(Cc1cccs1)C(=O)CNS(=O)(=O)c1ccccc1 (centres undefined),-0.57,4,2.4,-0.4,-6,-2.1,-8,-11,-10
CCn1c(=O)c(=O)[nH]c2cc(C(=O)NC3CCCc4ccccc43)ccc21 (centres undefined),-2.3,-3,-13,0.1,-10,-0.5,-10,-27,1
Cc1noc(C)c1COC(=O)c1ccc(F)c(S(=O)(=O)N2CCCCC2)c1,-1,1,0.0,1.2,-19,0.7,-9,35,10
CCCCC(=O)Nc1ccc(Cl)cn1,-1.9,1,7.4,0.3,-8,1.2,-21,-20,-5
O=C1S/C(=C\C=C\c2ccco2)C(=O)N1c1ccccc1,-0.32,2,-0.7,-0.8,-8,1.1,-14,-12,-8
SMILES,KCC2 mod,eIF4E-4G inh,TNF death inh,L929 necroptosis,MDM2 E3 inh,PERK inhibitor,EBV gp42 block,Calpain2 inh,Rad51 HR inh
CN(C)c1cc(-c2ccc(Cl)c(Cl)c2)oc(=O)c1Cl,0.67,3,-3.1,0.1,.,0.5,13,-19,21
O=[n+]1c2c(n([O-])c3c1CCCC3)CCCCC2,-0.016,-6,-12,0.0,-5,0.6,-13,2,.
O=C1c2ccsc2SCCN1Cc1ccc(Cl)cc1,-1.1,7,41,-0.4,-13,-0.8,-8,10,-2
CCCCCOC(=O)CSc1nc2c(c(=O)[nH]c(=O)n2C)n1CCc1ccccc1,1.2,2,-0.2,-0.9,-14,0.4,-4,17,0
COc1ccc(S(=O)(=O)N2CCC(C(=O)NC3CC3)CC2)cc1Cl,0.82,-3,2.1,-0.3,-5,-1.3,-4,-14,3
Cc1c(Cl)cccc1NC(=S)N=Nc1c(O)n(CN2CCOCC2)c2ccccc12,48*,0,-4.1,.,0,-2.1,-9,22,.
O=C(NC1CCN(Cc2ccccc2)CC1)c1ccccc1F,0.72,-1,1.3,0.0,1,-0.2,0,-4,12
CC(C)Oc1ccc(C(=O)Nc2ccc(C(F)(F)F)n(C)c2=O)cc1,0.91,-8,2.3,1.5,-10,0.9,-18,33,2
CCSc1nnc2nc3[nH]c4c(C)cccc4c3nn12,-0.12,0,-0.4,0.4,3,-0.2,-9,-9,9
O=C1NCCCC1C(=O)N/N=C/c1ccccc1[N+](=O)[O-] (centres undefined),1.3,-2,1.7,0.0,-12,0.3,-6,-4,12
[O-][n+]1cccc2ncc3cscc3c21,0.54,3,0.2,0.8,-4,-0.7,-4,-20,9
O=C(CSc1ccc(Cl)cc1)NC(=O)NCc1ccco1,-0.077,3,4.5,1.4,1,0.5,0,-120,28
Cc1ccccc1NC(=O)C(NS(=O)(=O)c1ccc2c(c1)c(=O)n(C)c(=O)n2C)c1ccccc1 (centres undefined),0.056,-7,-1.7,0.8,1,1.3,-3,-15,0
COc1ccc(C)cc1S(=O)(=O)N(CC(=O)O)c1ccc(F)cc1,0.56,2,-0.8,0.9,-3,-0.8,-15,-14,1
O=C(CSc1nnc(Nc2ccccc2F)s1)Nc1cccc(S(=O)(=O)N2CCCCC2)c1,-0.99,10[fluorescence artefact?],2.7,1.7,-3,-0.2,5,-34,3
O=C(C(c1ccccc1)c1ccccc1)N1CCN(CCN2C(=O)c3cccc4cccc(c34)C2=O)CC1,0.43,1,3.9,1.0,.,-0.5,-13,-22,.
CC1=C(C(=O)O)N2C(=O)C(NC(=O)c3nn(C)c(C)c3Cl)C2SC1 (centres undefined),1,2,-0.7,0.4,-20,1.0,-10,23,22
CC(C)=CC(=O)OCC(=O)Nc1ncc(Cl)c(C)c1Cl,0.44,0,-2.1,0.0,-15,0.3,7,9,0
CCN1C(=O)C(CC(=O)Nc2ccc(OC)cc2)N(Cc2cccs2)C1=S (centres undefined),-0.36,1,-1.9,0.2,-9,-0.2,-7,27,-5
COc1ccc(CNC(=O)CN2C(=O)C(C)N(c3ccc(C)cc3)C2=O)cc1 (centres undefined),0.087,-6,0.6,1.4,2,-0.2,-20,19,.
Nc1ccc(OCc2ccccc2)cc1,.,6,-0.2,0.8,-3,0.7,-12,6,0
Cc1cc(C)c2c(-n3cccc3)c(C(=O)NNS(=O)(=O)c3ccc(Cl)cc3)sc2n1,.,8,-2.8,0.3,-1,0.6,-15,-14,-8
O=C(NCc1cccc(F)c1)c1ccc(N2C(=O)Cn3c(cc4sccc43)C2=O)cc1,0.17,-2[fluorescence artefact?],1.6,0.8,0,-0.8,-21,-16,-7
O=C(CSc1ccsc1[N+](=O)[O-])NCCc1ccc(Cl)cc1,.,-2,-1.7,0.0,-2,0.1,13,-48,-2
CCOC(=O)c1oc2ccc(Cl)cc2c1NC(C)=O,0.71,3,-0.2,0.7,-12,-0.1,-4,14,-16
SMILES,KCC2 mod,eIF4E-4G inh,TNF death inh,L929 necroptosis,MDM2 E3 inh,PERK inhibitor,EBV gp42 block,Calpain2 inh,Rad51 HR inh
O=C(/C=C/c1ccccc1Cl)Nc1ccccc1,-1.4,4,3.1,7.2,-44,1.1,-6,8,13
COC(=O)C1=C(C)N(c2ccc(C)c(C)c2)/C(=C/c2cccs2)C1=O,.,5,-3.1,-1.0,-4,0.3,7,-8,0
CN(C(=O)COC(=O)c1ccc([N+](=O)[O-])cc1N)c1ccccc1,-0.088,1,-0.6,3.7,-26,0.8,-22,-49,-73
COc1ccc(-n2c(Cc3cccn3C)nnc2SCC(=O)Nc2ccc(F)cc2F)cc1,0.17,3,3.1,1.1,-21,0.1,3,5,1
COc1ccccc1C(=O)NCC(=O)N/N=C/c1ccncc1,.,-2,-0.7,-0.2,-10,0.5,-19,17,-4
COc1cc(NC(=O)c2cccc(Cl)c2)c(OC)cc1NC(=O)CN1CCCCC1,0.29,4,1.9,41,-9,-0.5,-17,-3,-30
COc1cc(/C=N\NC(=O)C2CC3C=CC2C3)ccc1O (centres undefined),-0.2,-6,1.4,-0.5,-3,1.1,-22,-10,.
CCC(=O)N1CCN(c2ccc(Cl)cc2NC(=O)c2ccc(N3CCCC3)c([N+](=O)[O-])c2)CC1,.,2,-1.0,-0.1,0,-0.3,0,-64,2
COc1ccc(C2/C=C\CN(C(=O)c3ccc(C)cc3)CC(=O)N2Cc2ccc(F)cc2)cc1 (centres undefined),-0.88,-2,0.8,-0.2,18,.,-8,-12,-1
C=CCn1cccc(C(=O)Nc2cc(OC)c(OC)c(OC)c2)c1=O,-0.11,1,-2.5,-0.7,-19,0.0,-19,16,8
COC(=O)c1ccccc1NC(=O)CCc1ccccc1,-0.48,12,1.1,-0.1,-4,0.5,-11,-5,2
CC(C)CC(NC(=O)OC(C)(C)C)C(=O)NC(C(=O)NC(C)C(N)=O)C(C)C (centres undefined),0.58,-2,-0.4,2.1,-9,-0.7,-8,-18,5
N#CCCn1cc(C(=O)Nc2ccc(C(=O)O)cc2)c(-c2cccs2)n1,-0.37,1,-0.5,-0.3,-13,-0.4,-4,-28,10

# Gathered by group: the entries above with bromine.
SMILES,KCC2 mod,eIF4E-4G inh,TNF death inh,L929 necroptosis,MDM2 E3 inh,PERK inhibitor,EBV gp42 block,Calpain2 inh,Rad51 HR inh
O=C1Nc2ccc(Br)cc2C12NNc1ccccc1O2 (centres undefined),0.36,-2,-1.4,2.4,4,0.4,-22,-21,-121
C=CCOc1ccc(Br)cc1CNCC,0.75,1,1.8,0.0,-6,-0.8,5,-9,3

# 4 entries from above in a different format.
SMILES	KCC2 mod	eIF4E-4G inh	TNF death inh	L929 necroptosis	MDM2 E3 inh	PERK inhibitor	EBV gp42 block	Calpain2 inh	Rad51 HR inh
COc1cc(/C=N\NC(=O)C2CC3C=CC2C3)ccc1O (centres undefined)	-0.2	-6	1.4	-0.5	-3	1.1	-22	-10	.
COC(=O)C1=C(C)N(c2ccc(C)c(C)c2)/C(=C/c2cccs2)C1=O	.	5	-3.1	-1.0	-4	0.3	7	-8	0
COc1ccccc1C(=O)NCC(=O)N/N=C/c1ccncc1	.	-2	-0.7	-0.2	-10	0.5	-19	17	-4
CC(C)CC(NC(=O)OC(C)(C)C)C(=O)NC(C(=O)NC(C)C(N)=O)C(C)C (centres undefined)	0.58	-2	-0.4	2.1	-9	-0.7	-8	-18	5
